Source: PubChem BioAssay
MRP1 act = activators of MRP-1; hit rate 0.61% among 140,000; AID 799; H69AR cells + doxorubicin, viability rescue, CellTiter-Glo; viability increase, % at 10 µM;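 active means viability gain under doxorubicin at or above a set limit, the compound median plus 3 SD, cut at about 4.7% in these data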;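 further: MRP-1 overexpressing cells given doxorubicin 25 µM after compound pretreatment; 18-22 h compound pretreatment then 72 h with doxorubicin before readout; 0% = doxorubicin-only wells and 100% = vehicle-treated cells without doxorubicin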
PTEN del growth = PTEN-deleted cell growth suppression. HCT116 PTEN-null viability, CellTiter-Glo, 60 h; stronger effect = lower value. viability, % at 10 µM. hit rate 1.2% among 140,000. AID 827;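 active means viability at or below a set limit, 4 SD under the median of all tested compounds, cut at about 3.7% in these data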;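 further: PTEN knockout HCT116 line with beta catenin targeted HCT116 as companion control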
Yeast lifespan up = yeast lifespan extension | hit rate 0.68% among 130,000 | AID 775 | inhibition of the nicotinamide effect, % at 10 µM | S. cerevisiae growth with nicotinamide, OD615; deaD strain in restrictive glucose medium;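 active means inhibition above a set limit, placed 3 SD over the median of all compounds, cut at about 26% in these data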;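 further: 0% = nicotinamide-treated wells and 100% = cells grown without nicotinamide; some compounds called inactive have numbers as strong as hits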
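Assay system: engineered S. cerevisiae DeaD replicative-lifespan strain, galactose-grown log-phase cells; medium: restrictive CSMM-D dextrose medium; also added: nicotinamide, 1.5 mM, co-present with compound; schedule: 48 h compound exposure at 30 °C, humidified; detection: absorbance at 615 nm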
Phagocytosis inh = inhibitors of macrophage phagocytosis. inhibition, % at 5 µM. hit rate 0.07% among 110,000. J774A.1 macrophage IgG-bead phagocytosis, imaging;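 active means inhibition above the mean of the plate negative controls plus 5 SD, cut at about 13% in these data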;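 further: phagocytic index as fraction of beads internalized from green versus red external bead signal; plate controls were DMSO negative control for no effect and cytochalasin-D positive control for full effect; some results beyond the cut were filed as inactive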
GALR2 blocker = antagonists of human galanin receptor 2 (GALR2); GALR2-expressing cells, antagonist mode; inhibition, % at 4 µM; hit rate 0.39% among 140,000; in the data active means inhibition above about 27%;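 further: cells stimulated with galanin 1-16 at roughly its EC80; 0% = agonist challenge control and 100% = basal control without agonist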
Target sequence (O43603 whole entry, looked up): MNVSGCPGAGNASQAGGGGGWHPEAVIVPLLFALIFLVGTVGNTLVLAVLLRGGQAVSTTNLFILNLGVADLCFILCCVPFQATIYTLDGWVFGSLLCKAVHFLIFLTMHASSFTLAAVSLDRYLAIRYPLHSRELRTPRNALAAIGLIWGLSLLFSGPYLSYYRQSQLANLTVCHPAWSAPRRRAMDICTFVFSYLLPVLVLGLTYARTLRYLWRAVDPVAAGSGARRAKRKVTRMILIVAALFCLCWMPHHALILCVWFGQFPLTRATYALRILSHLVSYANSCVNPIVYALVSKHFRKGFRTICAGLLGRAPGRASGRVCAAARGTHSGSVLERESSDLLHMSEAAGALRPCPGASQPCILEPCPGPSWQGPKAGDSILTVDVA
Measles CPE = protection of cells from measles virus; Measles virus-infected cells, CPE protection, absorbance; protection (pct of control), % at 4 µM; hit rate 1.5% among 140,000; AID 841; in the data active means protection mostly above about 24%, no sharp cut-off; inactive means mostly below about 26%; further: some compounds called inactive have numbers as strong as hits
NPY-Y2 antag = antagonists of human neuropeptide Y receptor Y2; NPY-Y2 expressing cells, antagonist mode; inhibition, % at 2.7 µM; hit rate 0.99% among 140,000; AID 793; in the data active means inhibition above about 17%;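 further: 0% = vehicle with agonist challenge and 100% = reference antagonist with challenge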
Target sequence (P49146 whole entry, looked up): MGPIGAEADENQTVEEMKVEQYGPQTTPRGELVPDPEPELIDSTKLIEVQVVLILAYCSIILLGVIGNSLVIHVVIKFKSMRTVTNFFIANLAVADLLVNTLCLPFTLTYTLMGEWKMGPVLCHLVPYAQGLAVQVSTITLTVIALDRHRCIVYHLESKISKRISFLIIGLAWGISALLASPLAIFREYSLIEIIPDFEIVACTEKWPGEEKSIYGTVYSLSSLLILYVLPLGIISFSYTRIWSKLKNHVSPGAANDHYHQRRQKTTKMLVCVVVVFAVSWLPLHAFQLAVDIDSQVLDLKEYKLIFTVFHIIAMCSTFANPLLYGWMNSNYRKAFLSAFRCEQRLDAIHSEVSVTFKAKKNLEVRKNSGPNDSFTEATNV
BB579 growth dn = chemicals that inhibit yeast BB579 growth in restrictive medium (lifespan-shortening candidates) | inhibition, % at 10 µM | S. cerevisiae BB579 growth, OD615, 48 h | hit rate 0.51% among 140,000;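 active means inhibition above a set limit, 3 SD over the mean compound inhibition, cut at about 44% in these data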; further: inactives centre near -24
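Detection: OD615 turbidity measurement; Material: Saccharomyces cerevisiae DeaD strain BB579, replicative lifespan model yeast; Timing: 48 h exposure, 30 °C; Doses: single 10 µM dose; Medium: CSMM-D restrictive synthetic medium containing dextrose (glucose); Controls: amphotericin B at 10 µg/mL as positive control.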
bCat KO growth = beta-catenin-lacking colon tumor cell growth suppression; HCT116 beta-catenin knockout viability, CellTiter-Glo, 60 h; stronger effect = lower value; viability, % at 10 µM; hit rate 1.5% among 140,000; AID 818;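 active means viability at or under a set limit, the compound median less 4 SD, cut at about 6% in these data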;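 further: 0% = Hyamine 1622 control at 20 µM and 100% = untreated cell control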
E-sel TNF inh = blocks E-selectin expression induced by TNF alpha | HUVEC TNFa-induced E-selectin immunofluorescence, high content | inhibition, % at 2 µM | hit rate 0.71% among 120,000 | AID 1246;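 active means inhibition above the batch mean plus 3 SD, and confirmed as a hit on visual image review, cut at about 43% in these data; inconclusive means passes the inhibition cutoff but fails visual image review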;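 further: 0% = TNF-stimulated DMSO wells and 100% = unstimulated control wells; not every result past the cut was called active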
* marks the source's active call; other numbers are inactive results; ? = inconclusive; nt = not tested or not shown. Compounds were not picked by outcome. About 6.1% of those tested had a hit in this group.

SMILES	MRP1 act	PTEN del growth	Yeast lifespan up	Phagocytosis inh	GALR2 blocker	Measles CPE	NPY-Y2 antag	BB579 growth dn	bCat KO growth	E-sel TNF inh
COc1ccc(NC(=O)CSc2[nH]c(=O)cc(C)c2C#N)cc1OC	0.3	97	-16	0	4	14	5	-4	86	-11
Cc1ccc(C2=CC(C)(c3ccc(C)cc3)Nc3nc(C(F)(F)F)nn32)cc1 (stereo unspecified)	6.0*	49	-2	-12	-2	13	12	-17	57	-71
c1ccc(CN2CCN(c3nc(-c4ccccc4)nc4ccccc34)CC2)cc1	0.9	82	-16	2	7	3	8	-94	74	5
CCNC(=S)N(Cc1ccccc1)Cc1nc2ccccc2c(=O)[nH]1	-2.3	99	4	-1	4	11	2	-1	88	3
N#CC1=C(N)Oc2c(oc(CO)cc2=O)C12C(=O)Nc1ccc(Cl)cc12 (stereo unspecified)	-2.2	100	-3	-1	6	13	2	-30	93	nt
CC(C)Sc1nc(N2CCCC2)c2c(c1C#N)CC(C)(C)OC2	-2.6	80	-2	-1	-2	11	6	-51	78	0
Cc1ccccc1N1CCN(C(=O)c2ccccc2NC(=O)/C=C\C(=O)O)CC1	2.9	103	-17	nt	-4	37	1	-28	99	2
O=C(Nc1ccc(Cl)c(Cl)c1)N1CC=CCC1	-1.0	89	-13	-1	11	3	4	-16	87	nt
Cc1cc(C)cc(NC(=O)C2CCCN(c3nccc(C)n3)C2)c1 (stereo unspecified)	-2.5	82	-9	0	13	1	7	-1	92	-3
C[C@H](NC(=O)Nc1ccccc1F)C(=O)O	0.1	104	-8	0	-6	9	2	-24	96	-13

Next section; the last seven above are carried over.
SMILES	MRP1 act	PTEN del growth	Yeast lifespan up	Phagocytosis inh	GALR2 blocker	Measles CPE	NPY-Y2 antag	BB579 growth dn	bCat KO growth	E-sel TNF inh
CCNC(=S)N(Cc1ccccc1)Cc1nc2ccccc2c(=O)[nH]1	-2.3	99	4	-1	4	11	2	-1	88	3
N#CC1=C(N)Oc2c(oc(CO)cc2=O)C12C(=O)Nc1ccc(Cl)cc12 (stereo unspecified)	-2.2	100	-3	-1	6	13	2	-30	93	nt
CC(C)Sc1nc(N2CCCC2)c2c(c1C#N)CC(C)(C)OC2	-2.6	80	-2	-1	-2	11	6	-51	78	0
Cc1ccccc1N1CCN(C(=O)c2ccccc2NC(=O)/C=C\C(=O)O)CC1	2.9	103	-17	nt	-4	37	1	-28	99	2
O=C(Nc1ccc(Cl)c(Cl)c1)N1CC=CCC1	-1.0	89	-13	-1	11	3	4	-16	87	nt
Cc1cc(C)cc(NC(=O)C2CCCN(c3nccc(C)n3)C2)c1 (stereo unspecified)	-2.5	82	-9	0	13	1	7	-1	92	-3
C[C@H](NC(=O)Nc1ccccc1F)C(=O)O	0.1	104	-8	0	-6	9	2	-24	96	-13
CCOC(=O)/C(C#N)=C1/C=CN(c2ccccc2)C=N1	0.7	95	-9	0	-1	3	-1	-40	97	-18
CCc1n[nH]c2c1/C(=N\O)CC(C)(C)C2	-2.9	104	-13	0	-6	4	0	-20	101	5
Cc1ccc(C)c(NC(=O)CCC(=O)N/N=C/c2ccc[nH]2)c1	-5.2	93	1	-1	-7	4	-1	-5	82	-22
CN(C)CC1CCCCC1OC(=O)c1ccc(Cl)cc1Cl (stereo unspecified)	-2.5	90	10	3	0	6	7	-42	91	13
COc1ccccc1-c1nc(-c2ccc(C)nc2OC)no1	2.3	95	-26	0	3	20	-1	-29	93	?
Cc1ccc(N(CC(=O)NCc2ccc3c(c2)OCO3)S(=O)(=O)c2c(C)noc2C)cc1	-2.1	71	-6	0	-1	16	4	0	83	nt
Cc1ccc(C)c(OCCCC(=O)Nc2ccc(N3CCOCC3)cc2)c1	-3.4	65	-27	-1	-12	2	4	-18	71	5
CN(C)c1nc(NCc2ccccc2)nc(SCC(=O)Nc2ccc(Cl)c(Cl)c2)n1	0.3	14	-8	nt	-3	9	3	-42	11	-44
CC1=CS(=O)(=O)CC1Sc1ncn[nH]1 (stereo unspecified)	-1.4	96	nt	nt	0	4	5	-38	94	-9
O=S(=O)(NCCc1csc(-c2cccnc2)n1)c1ccc2c(c1)OCCO2	-2.2	95	2	1	4	5	-1	10	95	nt
COc1cc(OC)c(NC(=O)c2c(-c3ccccc3)noc2C)cc1Cl	-2.6	91	-4	-2	0	2	2	-41	93	19
Cc1cc(NC(=O)C2CCN(S(=O)(=O)Cc3ccccc3)CC2)ccc1-n1cnnn1	-3.8	91	-7	nt	5	23	1	0	85	8
CCC(=O)NCCc1nc2ccccc2n1Cc1ccccc1	-2.1	101	nt	nt	13	13	1	-23	106	1
CCOc1cc2oc(=O)c3c(c2cc1Cl)CCC3	-0.5	73	-12	-1	-10	6	3	-45	78	2
COc1ccc(COCCN2CCN(S(=O)(=O)c3ccc(C)cc3)CCC2=O)cc1	-2.7	93	4	nt	0	7	2	-37	93	-27
CCOC(=O)C1CCN(C(=O)c2n[nH]c(=O)c3ccccc23)CC1	-0.1	98	-2	1	-8	15	2	-20	96	nt
CC(C)(C)CC(=O)Nc1nnc(-c2cccs2)s1	-3.5	96	-15	0	-6	4	3	-16	95	-16
O=c1[nH]c(CSc2nnc(NCCCN3CCOCC3)s2)nc2cc(Cl)ccc12	-1.6	96	-12	0	-4	nt	2	-22	87	-28
O=C(CSc1nc2ccccc2c(=O)n1CCC(=O)N1CCCCC1)NCc1ccccc1	-2.2	90	25	nt	2	38	0	-15	84	-21
CCCc1cc(=O)oc2cc(C)cc(OC(=O)c3ccco3)c12	-0.7	99	-3	0	21	5	2	-86	99	12
N#CC1=C(N)OC2=C(C(=O)CCC2)C1CCc1ccccc1 (stereo unspecified)	-1.1	97	8	-2	-6	10	0	-20	91	9
O=C(Oc1cccnc1)c1ccco1	-0.1	99	-10	-1	-11	10	-1	-42	96	-5
Cc1ccccc1NC(=S)NCCc1ccccc1	-3.9	91	0	1	11	2	4	-21	94	-4
O=P(O)(O)C(O)C(F)(F)C(F)(F)C(F)(F)C(F)F (stereo unspecified)	-1.8	104	-4	-2	-3	5	0	-6	107	-8
Cc1ccc(-c2ccccc2NC(=O)C2C3C=CC(C3)C2C(=O)O)o1 (stereo unspecified)	-2.8	89	-12	nt	23	9	0	-4	109	13
Cc1cc(Cl)ccc1NC(=S)NCc1ccco1	-1.2	78	-2	-12	2	6	3	-21	89	nt
Cc1cc(OC(=O)N2CCCCC2)cc(C)c1Cl	-0.8	88	-14	0	-1	10	3	-32	84	-2
Cc1cc(Nc2ncc(Cl)cc2Cl)n(-c2ccccn2)n1	-0.9	86	-12	0	25	19	2	-35	93	-31
O=C1C=C(NCc2ccco2)CC(c2ccc(Cl)cc2)C1 (stereo unspecified)	-0.8	72	0	-1	1	9	4	-39	69	-15
Cc1ccn2cc(C(=O)NC3CCN(Cc4ccccc4)CC3)nc2c1	-3.5	77	1	-3	-2	13	8	-22	74	-16
C=CCN(CC=C)Cc1ccc(C(=O)OC)o1	-3.0	98	-9	nt	-5	8	1	-43	108	-9
COCCNC(=O)C(c1cccs1)N(C(=O)Cn1nnc2ccccc21)c1ccc(OC)cc1 (stereo unspecified)	-0.5	101	nt	nt	0	6	3	-20	95	19
CC(=N[C@@H]1CCCC[C@H]1N=C(C)c1ccccc1O)c1ccccc1O	0.0	102	0	-1	-3	5	1	-35	90	1
CN(C)c1nc(N)c([N+](=O)[O-])c(NCCO)n1	-2.4	99	3	nt	-12	30	0	-25	94	nt
CC(C)N(C(=O)COC(=O)c1ccccc1C(=O)N1CCN(c2ccc(F)cc2)CC1)C(C)C	-3.6	87	-3	-1	6	8	0	-11	94	26
N/C(=N\OC(=O)CCC1CCCC1)c1cccc([N+](=O)[O-])c1	1.1	103	-8	-10	-1	20	4	-2	101	4
COC(=O)c1ccnc(/C=N/O)c1	-0.2	104	-2	nt	-9	5	5	-38	99	8
CCOc1cc(C)nc(N2CCC(C(=O)Nc3ccccc3OCC)CC2)n1	1.7	89	-11	-2	-1	15	0	-18	96	nt
COc1ccc(C(=O)C(CN2CCCC2)c2ccccc2)cc1 (stereo unspecified)	-3.2	1.1*	9	0	9	31	1	-19	2.2*	nt
c1ccc([C@H]2CC3C[C@@H](c4ccccc4)N2O3)cc1	-2.4	97	-13	nt	3	7	10	-49	99	nt
COc1ccc(S(=O)(=O)NC(C)C(=O)Nc2cccc(C(C)=O)c2)cc1 (stereo unspecified)	-1.4	99	-7	0	6	16	2	-17	79	6
O=C(Nc1ccccc1N1CCOCC1)c1ccc2c(c1)C(=O)N(Cc1ccncc1)C2=O	-0.6	103	-4	1	-9	17	4	-37	100	nt
CCOC(=O)c1nc(C)n(-c2ccc(Cl)cc2Cl)n1	-1.8	98	-18	2	-5	43	3	-2	86	-32
CCOC(=O)C(NC(=O)Nc1ncccn1)(Oc1ccccc1)C(F)(F)F (stereo unspecified)	-0.6	97	0	1	3	14	0	-72	88	12
O=C(COc1ccc(F)cc1)Nc1nccs1	1.6	87	-11	nt	-1	6	3	5	99	52
COc1ccccc1/C=N/NC(=O)c1ccccc1NS(=O)(=O)c1ccc(C)cc1	-2.1	89	-2	-7	-9	4	3	-59	93	-18
N/C(=N\OC(=O)Cc1cccc2ccccc12)c1ccccn1	-3.5	85	-13	1	-2	25	2	-35	77	4
COC(=O)c1ccc(/C=N/NC(=O)c2cccc(F)c2)cc1	-2.2	93	-12	3	9	5	0	-21	87	21
C=CCSc1nnc(Cc2cc(=O)[nH]c(=O)[nH]2)n1-c1cc(C)ccc1C	-2.4	90	-24	4	0	8	1	1	98	-23
COc1cc(NC(=O)c2cc(C(C)C)on2)cc(OC)c1OC	-0.9	92	-11	0	5	6	3	-63	90	nt

Gathered by group, the entries above containing a thiophene ring, fused or not (2)
SMILES	MRP1 act	PTEN del growth	Yeast lifespan up	Phagocytosis inh	GALR2 blocker	Measles CPE	NPY-Y2 antag	BB579 growth dn	bCat KO growth	E-sel TNF inh
CC(C)(C)CC(=O)Nc1nnc(-c2cccs2)s1	-3.5	96	-15	0	-6	4	3	-16	95	-16
COCCNC(=O)C(c1cccs1)N(C(=O)Cn1nnc2ccccc21)c1ccc(OC)cc1 (stereo unspecified)	-0.5	101	nt	nt	0	6	3	-20	95	19
